# Compound activity: PubChem, Broad Institute
# SIRT5 inh = SIRT5 desuccinylase inhibitors, primary screen, biochemical, fluorescence imaging, single point, set 5. hit rate 1.1% among 330,000. Purified SirT5, succinyl-peptide AMC, trypsin-coupled fluorescence. AID 652115, 2013. inhibition, % at 15 µM. NAD-dependent protein deacylase sirtuin-5, mitochondrial (Homo sapiens), Q9NXA8; in the data active means inhibition above about 15%; inconclusive means no clear call, values can overlap the other calls
# Target sequence (Q9NXA8 whole entry, looked up): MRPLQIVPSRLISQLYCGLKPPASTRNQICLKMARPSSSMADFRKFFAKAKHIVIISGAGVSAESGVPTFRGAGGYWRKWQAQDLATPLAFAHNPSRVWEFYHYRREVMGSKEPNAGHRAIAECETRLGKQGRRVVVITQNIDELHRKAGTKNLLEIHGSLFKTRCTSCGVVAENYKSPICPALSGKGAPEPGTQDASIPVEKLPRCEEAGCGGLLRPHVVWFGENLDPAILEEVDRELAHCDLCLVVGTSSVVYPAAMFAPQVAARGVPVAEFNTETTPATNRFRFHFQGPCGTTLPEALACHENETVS
# ERAP1 HTS inh = human ERAP1 aminopeptidase inhibitors, primary screen, biochemical, single point, plate reader; Endoplasmic reticulum aminopeptidase 1 (Homo sapiens), Q9NZ08; recombinant ERAP1, Leu-AMC fluorescence, 60 min; inhibition, % at 10.7 µM; hit rate 0.15% among 340,000;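 active means mean replicate inhibition of at least 30%, or all replicates individually reaching that 30% level; inactive means mean below 30% and not every replicate reaching it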;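 further: 0% = neutral control wells and 100% = L-leucinethiol positive control wells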
# Casp6 inh = human caspase-6 inhibitors, primary screen, biochemical, VEID-R110 fluorescence, single point, set 2. inhibition, % at 12.5 µM. hit rate 0.53% among 350,000. P55212. AID 686996, 2013. purified caspase-6, Z-VEID-R110 cleavage fluorescence;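 active means mean inhibition across replicates at least about 35%, with every replicate also reaching that limit, limit read from the data; inconclusive means only one of the two criteria met; inactive means neither criterion met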;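 further: 0% = median of neutral control wells and 100% = no fluorescence left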
# Target sequence (P55212 24-179 limits assumed): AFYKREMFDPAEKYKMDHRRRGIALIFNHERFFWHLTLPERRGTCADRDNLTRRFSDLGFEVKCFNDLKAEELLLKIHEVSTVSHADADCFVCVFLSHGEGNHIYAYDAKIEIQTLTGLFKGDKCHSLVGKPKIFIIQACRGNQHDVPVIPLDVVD
# Target sequence (P55212 194-293 limits assumed): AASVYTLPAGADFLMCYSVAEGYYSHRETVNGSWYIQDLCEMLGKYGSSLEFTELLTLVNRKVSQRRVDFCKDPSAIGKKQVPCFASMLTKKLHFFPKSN
# CFTR F508del cor = F508del CFTR correction, initial screen, CFBE line, single point. CFBE cells, YFP halide quenching; stimulated with forskolin plus potentiator P3; % fluorescence drop versus neutral controls. activity (quench increase), % at 7.58 µM. AID 720511, 2013. hit rate 0.36% among 350,000;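 active means mean added fluorescence quench of at least 8% versus neutral control, with both replicates also reaching 8%; inconclusive means only one of the mean or replicate conditions met; inactive means mean below 8% and not both replicates reaching 8%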;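 further: cells transiently co-express mutant CFTR-F508del with the halide-sensitive YFP; corrector assay measuring rescue of mutant channel to the surface after 24 h compound exposure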
# DENV2 CPE rescue = inhibitors of DENV2 cytopathic effect, primary screen, cell-based, plate reader, single concentration; DENV2-infected cells, cytopathic effect rescue; CPE inhibition, % at 9.99 µM; hit rate 1.7% among 350,000; AID 651640, 2012; in the data active means CPE inhibition above about 20%, passing the limit was not always enough; inconclusive means no clear call, values can overlap the other calls; tested in BHK-21 cells;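 further: 0% = median of neutral control wells and 100% = median of positive control wells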
# ERp5 block = inhibitors of ERp5-driven insulin aggregation, primary screen, biochemical, turbidity, absorbance 650 nm, single point | hit rate 0.05% among 350,000 | 90 min | AID 651711, 2012 | inhibition, % at 9.99 µM | Protein disulfide-isomerase A6 (Homo sapiens), Q15084;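 active means mean replicate inhibition above about 25%, with every replicate also reaching it, limit read from the data, passing the limit was not always enough; inconclusive means only one of those two criteria met; inactive means neither criterion met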
# Target sequence (Q15084 whole entry, looked up): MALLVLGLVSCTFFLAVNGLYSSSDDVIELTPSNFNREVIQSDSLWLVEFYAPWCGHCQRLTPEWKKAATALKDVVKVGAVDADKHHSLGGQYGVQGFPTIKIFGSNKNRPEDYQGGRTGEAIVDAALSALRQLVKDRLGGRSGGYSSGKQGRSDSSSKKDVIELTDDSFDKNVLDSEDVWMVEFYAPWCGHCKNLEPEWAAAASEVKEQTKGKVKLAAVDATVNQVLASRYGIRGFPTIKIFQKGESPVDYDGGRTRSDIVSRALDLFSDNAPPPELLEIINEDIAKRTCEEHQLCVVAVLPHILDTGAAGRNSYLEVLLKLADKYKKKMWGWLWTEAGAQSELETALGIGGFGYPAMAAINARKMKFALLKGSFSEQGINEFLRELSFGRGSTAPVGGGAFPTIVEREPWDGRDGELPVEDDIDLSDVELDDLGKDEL
# miR122 inh = miR-122 Renilla sensor signal increase in Huh7, primary screen, miR-122 inhibitor project, cell-based, single point, plate reader; Huh7 miR-122 Renilla luciferase sensor, 48 h; neutral wells = 0, positive control = 100; activation (reporter increase), % at 12.5 µM; hit rate 0.3% among 340,000;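 active means mean replicate activation score at least 90 and every replicate individually at or above 90; inconclusive means only one of the two criteria met; inactive means neither criterion met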;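 further: higher luciferase means less miR-122 activity so hits act as miR-122 inhibitors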
# Numbers without * were called inactive; ? = inconclusive; / = no result given; & = joins results of further samples; [ ] = another dose, or the depositor's remark.
SMILES,SIRT5 inh,ERAP1 HTS inh,Casp6 inh,CFTR F508del cor,DENV2 CPE rescue,ERp5 block,miR122 inh
CC(=O)N1CC2(C1)[C@H](c1ccc(-c3ccc(F)cc3)cc1)[C@@H](CO)N2CC1CC1,8,-1,2,-0.6,-8,-3,/
CC(C)NC(=O)Nc1ccc2c(c1)C(=O)N([C@H](C)CO)C[C@@H](C)[C@@H](CN(C)C(=O)Nc1cccc3ccccc13)O2,-2,3,-1,0.0,1,-3,-5[16.7 µM]
Cc1ccc(OCC(=O)Nc2ccc3oc(=O)ccc3c2)c(C)c1,-1,-5,-2,-1.6,-7,-3,-2
O=C(Nc1ncc2c(n1)CC(c1ccccc1)CC2=O)c1ccco1 (configuration not stated),7,-1,2,-0.3,4,0,-24
CN(CC(=O)Nc1ccccc1Br)C(=O)c1ccc2c(=O)n3c(nc2c1)CCC3,-10,3,3,-0.3,0,-3,/
COc1cc(C(=O)Nc2cccc(NC(=O)c3cccs3)c2)cc(OC)c1OC,-3,2,0,-2.5,?,-1,3
N#C[C@H]1[C@@H](c2ccc(C#CC3CCCC3)cc2)[C@@H](CO)N1S(=O)(=O)c1ccccc1,0,2,-3,-1.3,-5,-4,/
CO[C@@H]1CN(C)C(=O)c2cc(NC(=O)Nc3ccccc3F)ccc2OC[C@H](C)NC[C@@H]1C,6,-6,/,-0.6,5,3,-16[16.7 µM]
Cc1coc2c1c(C)cc1oc(=O)c(CC(=O)N[C@H](C(=O)O)C(C)C)c(C)c12,-13,0,4,0.2,1,5,11
C[C@@H]1CN([C@H](C)CO)C(=O)Cc2cc(NC(=O)CCN3CCOCC3)ccc2O[C@@H]1CN(C)S(=O)(=O)c1cccs1,-1,-2,-6,-1.0,?,0,3[16.7 µM]
CCCCOc1ccc(Cl)cc1CSc1nnc(CC)n1N,0,-1,0,-0.8,-10,6,-4
C[C@H](CO)N1C[C@H](C)[C@@H](CN(C)C(=O)Nc2cccc3ccccc23)Oc2ccc(NC(=O)c3ccncc3)cc2CC1=O,/,-2,0,-3.5,?,0,-5[16.7 µM]
CCC(=O)Nc1ccc2c(c1)OC[C@H](C)N(C(=O)c1cnccn1)C[C@@H](C)[C@@H](OC)CN(C)C2=O,-2,-2,-1,-0.8,-6,-1,/
CCCN1[C@@H]2c3ccc(-c4ccncc4)c(=O)n3C[C@@H]2[C@@H](CO)[C@@H]1C(=O)N1CCOCC1,-5,-1,0,-1.6,7,0,8[16.7 µM]
COCC(=O)Nc1ccc2c(c1)C(=O)N(C)[C@H]1CC[C@@H](CC(=O)NCc3cccc(F)c3)O[C@@H]1CO2,/,/,/,-1.5,-3,/,4[16.7 µM]
COc1ccccc1P(=O)(c1ccccc1)c1ccccc1,-2,-2,0,-0.2,1,8,/
O=C(Nc1ccc(F)cc1)C1CCCN(S(=O)(=O)c2cccc3nonc23)C1 (configuration not stated),-5,-1,-4,1.9,7,3,0
COc1ccccc1NC(=O)Cn1cnc2c(nnn2-c2ccc(C)cc2)c1=O,-1,0,0,-0.8,-2,2,/
Cc1noc(C)c1S(=O)(=O)Nc1ccc2c(c1)C(=O)N([C@H](C)CO)C[C@H](C)[C@@H](CN(C)S(=O)(=O)c1cccs1)OCCCC[C@H](C)O2,/,/,/,0.8,?,/,21[16.7 µM]
Cc1cc[n+](CCc2ccccc2)cc1C,0,1,0,-1.5,-3,7,-5
CC(O)[C@H]1CC[C@H]2[C@@H]3CC[C@H]4C[C@@H](O)CC[C@]4(C)[C@H]3C(=O)C[C@]12C (some centres not stated),-1,0,-3,-0.4,-2,1,-8
O=C(C1CCCC1)N1CC2(C1)[C@H](c1ccccc1)[C@H](CO)N2Cc1cncnc1,1,-3,1,1.5,8,6,/
C[C@H]1CN([C@@H](C)CO)C(=O)c2cccc(NC(=O)c3ccc(-c4nccs4)cc3)c2O[C@H]1CN(C)S(=O)(=O)c1cn(C)cn1,2,1,5,-0.2,2,0,0[16.7 µM]
COc1ccc(C2=C(C)C(N3CCN(C(=O)c4ccco4)CC3)=NS2(=O)=O)cc1,7,1,2,0.9,7,4,-2
CN(C)c1ccc(NC(=O)Nc2csc3ccccc23)cc1,3,/,-2,0.6,-1,7,-4
C[C@H](CO)N1C[C@H](C)[C@H](CN(C)CC2CCCCC2)OCCCC[C@H](C)Oc2ccc(NC(=O)C3CCCCC3)cc2C1=O,-1,2,-2,-0.7,23*,4,-6[16.7 µM]
Clc1ccccc1-c1ncc2ccccn12,3,-2,1,-1.8,3,-4,/
CC(=O)Nc1ccc(NC(=O)c2cc(-c3cc(C)c(C)cc3O)n[nH]2)cc1,-4,1,-4,0.8,-2,-1,3
C[C@@H]1CN([C@@H](C)CO)C(=O)c2cc(NC(=O)C3CC3)ccc2O[C@@H]1CN(C)Cc1ccc(Cl)c(Cl)c1,6&12,-2&-3,1&5,-4.5&0.9,11&-16,0&2,4[16.7 µM]
CNC[C@H]1Oc2ccc(NC(=O)CCC(F)(F)F)cc2C(=O)N([C@@H](C)CO)C[C@H]1C,/,3,1,-1.5,3,7,1[16.7 µM]
O=C(C[C@@H]1CC[C@@H](NS(=O)(=O)c2ccc(F)cc2)[C@@H](CO)O1)N1CCN(c2ccccc2)CC1,-1,3,0,-2.5,5,-1,/
CCSC1=C(C#N)C(CC(C)C)C2=C(CCCC2=O)N1 (configuration not stated),0,2,-4,-1.0,10,2,11
CC(C)NC(=O)N(C)C[C@H]1Oc2ccc(NS(=O)(=O)c3ccc(F)cc3)cc2CC(=O)N([C@@H](C)CO)C[C@H]1C,5,-1,7,-0.6,?,-9,7[16.7 µM]
CCCN1C[C@H](C)[C@@H](OC)CN(C)C(=O)c2cc(NC(=O)c3ccc(F)cc3)ccc2OC[C@@H]1C,8,1,1,-4.4,-8,6,12[16.7 µM]
Cc1cc(C)cc(OCc2nnc(SCC(=O)N3CCCCC3)o2)c1,-7,0,1,1.8,2,-1,/
O=C(O)c1cc(Cl)c(Cl)cc1C(=O)N1CCCC1,0,0,3,/,1,-1,-13
COc1ccc(CNC(C)C(=O)Nc2ccc3ccccc3c2)cc1OC (configuration not stated),-2,1,-2,2.1,3,3,-3
C[C@H](CO)N1C[C@H](C)[C@H](CN(C)Cc2cncnc2)Oc2ncc(C#CC3(O)CCCC3)cc2C1=O,-3&0&3,-5&4&3,-1&-1&-2,0.0&2.2&-2.3,1&-3&1,0&3&2,1
CC(=O)Nc1cc(-c2cccc(C(=O)NCCN(C)C)c2)cn2c(-c3ccc(S(C)(=O)=O)cc3)cnc12,-8,7,-27,0.0,-4,13,-8
C[C@@H](NC(=O)C[C@@H]1C=C[C@H](NC(=O)Cc2ccccn2)[C@H](CO)O1)c1ccccc1,-3,-2,3,-1.9,?,-4,/
COc1cc(/C=C2\SC(=S)N(CCC(=O)NCCc3ccccc3)C2=O)cc(OC)c1OC,-1,-1,-4,2.4,2,1,0
CC=Cc1cc2c(c(=O)o1)C(=O)C(O)C(C)O2 (configuration not stated),2,-2,8,1.9,0,5,/
O=C(Cn1c(NCCO)nc2ccccc21)c1ccc(Cl)cc1Cl,0,-2,-2,1.3,-1,0,/
CO[C@H]1CN(C)C(=O)c2cc(NC(=O)Nc3cc(F)ccc3F)ccc2OC[C@H](C)N(C(=O)c2ccccn2)C[C@@H]1C,2,0,-1,-2.3,-6,1,/
Cc1sc(N2CCN(S(=O)(=O)c3ccc4c(c3)NC(=O)CO4)CC2)nc1-c1ccccc1,1,1,-4,0.8,?,5,-2
CC(Oc1cccc(Cl)c1)C(=O)NC1CC(C)(C)NC(C)(C)C1 (configuration not stated),1,3,-3,0.6,-7,0,-4
CCCc1[nH]n(-c2nc3ccccc3s2)c(=O)c1C=NCCCN(CC)CC,3,2,-47,-0.8,10,5,6
C[C@H]1CN([C@@H](C)CO)C(=O)Cc2cc(NC(=O)Cn3cnnn3)ccc2O[C@H]1CN(C)Cc1ccc(Oc2ccccc2)cc1,6,7,-2,0.5,8,-4,-7[16.7 µM]
CCOc1cc(OCC)cc(C(=O)N2CCC[C@H]2C(=O)N2CCC[C@H]2C(=O)NCc2ccccn2)c1,1,/,1,4.2,-11,0,/
O=C(N=C1SC2CS(=O)(=O)CC2N1c1ccc(F)c(Cl)c1)C1CCCO1 (configuration not stated),3,-1,-2,1.0,1,-1,-5
CCCN(C)C[C@H]1Oc2cc(C#Cc3ccc(F)cc3)ccc2S(=O)(=O)N([C@H](C)CO)C[C@H]1C,8,-3,-2,-0.3,5,2,13[16.7 µM]
CC(NS(=O)(=O)c1ccc2[nH]c(=O)[nH]c2c1)c1ccc(F)cc1 (configuration not stated),-5,1,3,0.7,5,-7,-2
Cc1noc(C)c1C(=O)OC(C)C(=O)Nc1ccc([N+](=O)[O-])cc1C(F)(F)F (configuration not stated),/,-3,13,-2.2,-4,0,5
CCCn1c(SCC(=O)O)nc2ccccc21,-1,3,0,-1.4,1,-3,13
Clc1nc2c(-c3ccccc3)nnn2c2ccccc12,0,/,1,0.5,-7,-3,10
CCc1ccc(N2CC(C(=O)N3CCN(c4ccc([N+](=O)[O-])cc4)CC3)CC2=O)cc1 (configuration not stated),/,-2,1,4.7,-3,6,1
Cc1noc(C)c1NC(=O)Nc1ccc2c(c1)C(=O)N([C@@H](C)CO)C[C@@H](C)[C@H](CN(C)S(=O)(=O)c1cn(C)cn1)O2,-2,1,-1,-0.5,-4,-3,-1[16.7 µM]
CCCC1(CCC)NC(=O)N(CC(=O)N2CCc3ccccc32)C1=O,1,2,1,-2.5,14,9,/
CCOC(=O)CC1C(=O)NCCN1Cc1cccc(OC)c1 (configuration not stated),-6,-3,0,-1.2,-5,-2,-7
O=C(O/N=C1/CCCc2occc21)c1ccc(F)cc1,-7,4,1,-2.0,3,-7,/

# The list goes on:
SMILES,SIRT5 inh,ERAP1 HTS inh,Casp6 inh,CFTR F508del cor,DENV2 CPE rescue,ERp5 block,miR122 inh
COc1ccc(-n2nc(C)c3sc(C)nc3c2=O)cc1,-5,0,0,-0.4,-1,2,/
COc1ccccc1-c1cc(C(=O)N2CCN(S(=O)(=O)c3ccc(C)cc3)CC2)[nH]n1,/,1,0,-4.9,3,-2,-4
Clc1ccc(CN2CCSCC2)cc1Cl,-2,1,0,-2.8,-4,-4,/
CC(C)(C)NCC(=Cc1ccccc1)C(=O)c1ccccc1,/,-1,-7,-7.5,-10,0,/
CC/C(=N\NC(=O)c1c(C)nc2ccccn12)c1ccc(Cl)cc1,-2,-1,2,1.8,-9,0,-4
CCN1[C@@H]2c3ccc(-c4ccccc4)c(=O)n3C[C@H]1[C@H](CO)[C@H]2C(=O)Nc1ccccc1,-9,2,-1,0.6,8,5,-2[16.7 µM]
CC(C)NC(=O)N(C)C[C@H]1Oc2ccc(NS(=O)(=O)c3ccc(Cl)cc3)cc2CC(=O)N([C@@H](C)CO)C[C@@H]1C,3&-3,-1&2,-1&2,1.0&-2.1,12&-1,-2&1,-2[16.7 µM]
C[C@H](CO)N1C[C@H](C)[C@@H](CN(C)C(=O)C2CC2)OCc2ccccc2-c2ccccc2C1=O,-1,1,-2,-0.3,3,-10,/
CC(C)NC(=O)Nc1ccc2c(c1)CC(=O)N([C@H](C)CO)C[C@@H](C)[C@@H](CN(C)C(=O)Nc1ccc(F)cc1)O2,1,-4,5,0.3,-13,-1,-3[16.7 µM]
CC(C)(C)NC(=O)NC(=O)CSc1ncn[nH]1,1,-1,-3,-0.8,-2,0,/
CCCNC(=O)Nc1ccc2c(c1)OC[C@H](C)N(CC1CCCC1)C[C@@H](C)[C@@H](OC)CN(C)C2=O,-1,2,-1,2.2,-14,4,/
